Compound activity as filed in PubChem BioAssay.
SW480 rereplic – inducers of DNA re-replication in SW480 colon cancer cells; SW480 DNA re-replication, Hoechst DNA content imaging, 48 h; Potency, µM (titrated, usually from 46.1 µM), for the others: at the top dose re-replication activation, usual class: activators; 340,000 compounds, 1.8% hits; AID 624297; note: potency is the fitted concentration of half-maximal effect; % of control where 0% means no effect; nearly all actives have a fitted effect of over 55% in size
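Treated cells incubate 48 hr (37 C, 5% CO2), are stained 40 min with Hoechst, and nuclear fluorescence is enumerated; a rise in nuclei with high DNA signal marks re-replication.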
HT1080 IDH1KD tx – kills HT-1080 cells with IDH1 knockdown; 360,000 compounds, 2% hits; Potency, µM (titrated, usually from 46.1 µM), for the others: at the top dose activity, negative = toxicity, actives largely listed as cytotoxic; AID 686971; HT-1080 IDH1 knockdown viability, ATP luminescence, 48 h;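 note: potency is the fitted concentration of half-maximal effect; 0% = DMSO wells and -100% = cell-free medium wells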
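HT-1080-IDH1KD cells (IDH1 knocked down), 750/well in RPMI with 5% FBS, treated with compound 48 h at 37 degrees C. Viability by CellTiter-Glo luminescence, normalised to DMSO and no-cell wells; concentration-response curves classed.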
KB-V1 MDR tox – kills drug-selected multidrug resistant KB-V1 cells | KB-V1 MDR cells viability, CellTiter-Glo, 72 h | Potency, µM (titrated, usually from 46.1 µM), for inactives: at the top dose activity change, negative = cytotoxicity, most hits filed as cytotoxic | 400,000 compounds, 3.4% hits | AID 1347076; note: potency is the fitted concentration of half-maximal effect; % is set by controls: 0 for no effect and ±100 for the full control effect; nearly all actives have a fitted effect of over 60% in size
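Readout: CellTiter-Glo luminescence, 10 min after addition. Cells: KB-V1 MDR subline, 72 h at 37 degrees C with compound. Analysis: corrected, normalized data fitted to concentration-effect curves.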
D3 antag – antagonists of human D3 dopamine receptor; P35462; D3R cells, DiscoveRx beta-arrestin luminescence, antagonist mode; stronger effect = lower value; max response, negative = inhibition, %; 360,000 compounds, 2.5% hits; AID 652054; in the data active = max response below about -50%; inconclusive = no clear call, values can overlap the other calls; note: % is set by controls: 0 for no effect and ±100 for the full control effect; mostly tested at two doses, the higher about 12 µM
Target sequence (P35462 whole entry, looked up): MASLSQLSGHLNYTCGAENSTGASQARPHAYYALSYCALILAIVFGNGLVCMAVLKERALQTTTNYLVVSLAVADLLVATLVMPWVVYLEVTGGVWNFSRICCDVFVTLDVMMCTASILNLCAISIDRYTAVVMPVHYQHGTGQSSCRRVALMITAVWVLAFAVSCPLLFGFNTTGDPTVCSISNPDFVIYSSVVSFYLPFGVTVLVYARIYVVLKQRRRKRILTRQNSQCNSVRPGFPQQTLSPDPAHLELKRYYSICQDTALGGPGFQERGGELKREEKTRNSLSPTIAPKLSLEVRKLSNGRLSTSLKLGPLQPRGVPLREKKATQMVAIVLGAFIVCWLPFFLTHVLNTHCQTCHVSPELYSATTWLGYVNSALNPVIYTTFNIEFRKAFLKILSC
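Cells expressing the human receptor were seeded at 1500 cells/well, incubated overnight at 37 degrees C in 5% CO2, then exposed to library compounds with dopamine controls for 90 minutes at 37 degrees C before luminescent detection.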
GLP-1R agonist – agonists of human GLP-1 receptor; AID 624172; 380,000 compounds, 0.007% hits; Potency, µM (doses to about 45.6 µM), without a hit: at the highest dose activation, most hits filed as activators; P43220; HEK293 GLP-1R CRE-luciferase, luminescence, 4-6 h; cells express a hypersensitive GLP-1R form; note: potency is the fitted concentration of half-maximal effect; % of control where 0% means no effect
Target sequence (P43220 whole entry, looked up): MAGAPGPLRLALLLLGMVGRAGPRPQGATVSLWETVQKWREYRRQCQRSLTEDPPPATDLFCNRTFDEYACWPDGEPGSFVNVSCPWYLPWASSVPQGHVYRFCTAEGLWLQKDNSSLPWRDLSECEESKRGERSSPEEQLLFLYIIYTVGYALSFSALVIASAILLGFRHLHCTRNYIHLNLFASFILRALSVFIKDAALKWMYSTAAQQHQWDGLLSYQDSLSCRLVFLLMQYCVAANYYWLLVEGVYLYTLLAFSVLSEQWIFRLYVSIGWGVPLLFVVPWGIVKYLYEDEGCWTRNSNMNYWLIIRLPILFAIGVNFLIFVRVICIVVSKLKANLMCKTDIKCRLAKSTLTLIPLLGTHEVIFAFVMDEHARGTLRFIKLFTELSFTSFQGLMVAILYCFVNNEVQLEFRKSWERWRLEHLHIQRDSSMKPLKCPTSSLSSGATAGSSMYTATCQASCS
KB-3-1 cytotox – kills parental KB-3-1 adenocarcinoma cells. KB-3-1 viability, CellTiter-Glo ATP luminescence, 72 h. Potency, µM (highest dose often 46.1 µM), for inactives: top-dose activity change, negative = cytotoxic, most hits filed as cytotoxic. 400,000 compounds, 1.4% hits. AID 1347075; note: potency is the fitted concentration of half-maximal effect; % is set by controls: 0 for no effect and ±100 for the full control effect; nearly all actives have a fitted effect of over 60% in size
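KB-3-1 cells, DMEM (no phenol red) + 10% FBS; compound by pin transfer, 72 h, 37 °C. Readout: CellTiter-Glo luminescence after 10 min. Data normalized, curve-fitted.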
D3 ag – D3 dopamine receptor (human) agonism. max activation, %. P35462. 410,000 compounds, 0.58% hits. D3R DiscoveRx beta-arrestin cells, luminescence, 90 min; in the data active = max activation above about 30%; note: 0% is about no effect; mostly tested at two doses, the higher about 12 µM
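Agonist mode: compounds and dopamine controls were applied to plated cells for 90 min at 37 degrees C after an overnight attachment at 1500 cells/well. Luminescent read-out followed 30 - 60 minutes at room temperature with DiscoveRx detection reagent.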
HT1080-NT tox – kills 2HG-producing HT-1080-NT fibrosarcoma cells; Potency, µM (series often up to 46.1 µM), for inactives: top-dose activity, negative = less viability, usual class: cytotoxic; HT-1080-NT fibrosarcoma viability, CellTiter-Glo ATP luminescence, 48 h; 360,000 compounds, 1.6% hits;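 note: NT is the 2HG producing partner of a matched IDH1 knockdown line; potency is the fitted concentration of half-maximal effect; 0% = DMSO-treated cells and -100% = media-only wells without cells; nearly all actives have a fitted effect of over 55% in size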
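Viability by CellTiter-Glo luminescence after 48 h compound exposure at 37C of HT-1080-NT cells (750/well, RPMI, 5% FBS). % activity scaled between DMSO wells and medium-only wells, then curve-fitted and categorized by curve class.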
IL1B secr inh – blocks inflammasome-driven IL-1 beta release. 360,000 compounds, 4.7% hits. activity change, % at 57.5 µM. THP-1 LPS/ATP IL-1B secretion, AlphaLISA, 16 h; stronger effect = lower value; in the data active = activity change below about -50%; inconclusive = mostly about -30% to -49%; note: % is set by controls: 0 for no effect and ±100 for the full control effect
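THP-1 cells pretreated 1 hr with compounds (up to 57.5 uM final), then stimulated with LPS (250 ng/mL final) plus ATP (1.25 mM final); secreted IL-1B measured by AlphaLISA after 16 hr, decreased signal indicating inhibition.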
Active calls of the source: *; ? = inconclusive; . = not tested or not shown; & = joins results of further samples; [ ] = another dose, or the depositor's remark. Unless noted, calls come from the whole dose curve; as a rule, active = well fitted curve in the direction sought with a large enough effect; inconclusive = small, poorly fitted or top-dose-only effect, or another doubt; inactive = no such curve, though single readings can be large; an effect the other way counts as inactive or inconclusive.

#	SMILES	SW480 rereplic	HT1080 IDH1KD tx	KB-V1 MDR tox	D3 antag	GLP-1R agonist
1	CCOC(=O)c1sc2nc(C)c([N+](=O)[O-])c(COC)c2c1N	-5%	0%	-11%	-8	-3%
2	CCCn1c(SCC(=O)Nc2c(C)cccc2C)nnc1C(C)C	4%	9%	-1%	3	-5%
3	CCN(CC)S(=O)(=O)c1ccc(NC(=S)NC(=O)CC(C)C)cc1	3%	-21%	-24%	-12	0%
4	CC1(C)CC(=O)C(CC(=O)c2ccccc2)=C(NN=C(N)N)C1	.	5%	22%	-7	7%
5	CCOC(=O)N1CCN(CCC(=O)Nc2ccccc2)CC1	-1%	-2%	-22%	-15	0%
6	COc1ccc(CC(=O)Nc2cccc(-c3ccc4nncn4n3)c2)cc1OC	-23%	?	24%	12	31%
7	CCOC(=O)c1cnn(-c2ccccc2)c1-n1cccc1C(=O)C(=O)N(CC)CC	-61%[inhibitor]	0%	-20%	0	13%
8	CCN(C[C@H]1N[C@@](CC)(C(=O)OC)[C@H]2C(=O)N(C)C(=O)[C@@H]12)C(=O)COc1ccccc1	-48%[9.22 µM]	7%	7%	13	-2%

#	KB-3-1 cytotox	D3 ag	HT1080-NT tox	IL1B secr inh
1	1%	-7	2%	42
2	-1%	5	2%	-2
3	-22%	-7	-9%	-12
4	15%	-4	-3%	0
5	26%	-1	16%	-5
6	?	4	-7%	30
7	7%	-1	-1%	2
8	4%	7	13%	-14

Continued:
#	SMILES	SW480 rereplic	HT1080 IDH1KD tx	KB-V1 MDR tox	D3 antag	GLP-1R agonist
9	O=C(NCc1ccccn1)c1c(Cl)cccc1Cl	-8%	27%	18%	14	-5%
10	O=C(c1ccccc1)N1CCN(C(=O)c2ccncc2)CC1	-4%	0%	8%	-12	-5%
11	COc1ccccc1Cc1c(-c2ccco2)nc2ccc(C)cn12	.	?	-8%	-50*	1%
12	COC(=O)c1ccccc1NC(=O)Nc1nnc(N2CCC(C)CC2)s1	5%	0%	15%&0%	6	12%
13	N#CC1CC(c2ccccc2)Nc2cc(Cl)ccc2N1 (stereo not drawn)	13µM*	?	-3%	-4	23%
14	Cc1ccc(NC(=O)Nc2ccc(S(N)(=O)=O)cc2)cc1	-2%	1%	9%	4	7%
15	CN(Cc1cccc(C(F)(F)F)c1)C(=O)[C@H]1O[C@@H](n2ccc(N)nc2=O)[C@H](O)[C@@H]1O	.	27%	14%	-28	3%
16	COc1ccc(OC)c(S(=O)(=O)n2ccnc2C(C)C)c1	-2%	8%	13%	3	0%

#	KB-3-1 cytotox	D3 ag	HT1080-NT tox	IL1B secr inh
9	5%	10	28%	22
10	16%	-3	9%	-1
11	?	-13	?	?
12	-11%&4%	-10&3	-15%	12
13	?	2	?	1
14	-1%	2	-3%	-22
15	0%	8	17%	21
16	5%	3	11%	-3

The list goes on:
#	SMILES	SW480 rereplic	HT1080 IDH1KD tx	KB-V1 MDR tox	D3 antag	GLP-1R agonist
17	CC(=C/c1ccccc1)/C=N/NC(=O)c1cc(C)oc1C	-4%	12%	15µM*	0	-3%
18	CCCCCC(=O)N1CCN(CCN=CC2=C(O)CC(c3cccs3)CC2=O)CC1 (stereo not drawn)	-3%&-11%	1%&-25%	?	-9&2	-3%&-17%
19	CCOC1=C2[C@@H](CN(S(=O)(=O)c3ccccc3C)[C@H]2c2ccc(Cl)cc2)[C@H]2C(=O)NC(=O)[C@H]2C1	.	1%	4%	-72*	-1%
20	COc1ccccc1/C=C/C(=O)OC(C)CN1CCCCC1 (stereo not drawn)	-2%	2%	-22%	-60*	0%
21	Cc1ccc(C)c(N2CCN(C(=O)c3csc4ccccc34)CC2)c1	3%	-8%	?	12	-6%
22	O=C(Cn1c(=O)oc2cc(S(=O)(=O)N3CCCC3)ccc21)Nc1ccc(C(F)(F)F)cc1	7%	16%	10%	26	-11%
23	COc1ccc(OC)c(Nc2ccc(C(=O)O)cc2[N+](=O)[O-])c1	-39%[inhibitor]	-2%	9%	?	2%
24	COc1ccc2nc(NC(=O)CCN3C(=O)c4ccccc4C3=O)sc2c1	4%	-6%	3%	-13	2%

#	KB-3-1 cytotox	D3 ag	HT1080-NT tox	IL1B secr inh
17	-2%	-7	1%	-2
18	25%&15%	3&11	-6%&-2%	34&19
19	0%	-1	0%	9
20	0%	-14	2%	-4
21	?	2	-12%	?
22	1%	6	16%	-1
23	-3%	-1	13%	0
24	-9%	2	9%[9.24 µM]	1

Among those listed so far, these have four or more nitrogen atoms:
#	SMILES	SW480 rereplic	HT1080 IDH1KD tx	KB-V1 MDR tox	D3 antag	GLP-1R agonist
2	CCCn1c(SCC(=O)Nc2c(C)cccc2C)nnc1C(C)C	4%	9%	-1%	3	-5%
4	CC1(C)CC(=O)C(CC(=O)c2ccccc2)=C(NN=C(N)N)C1	.	5%	22%	-7	7%
6	COc1ccc(CC(=O)Nc2cccc(-c3ccc4nncn4n3)c2)cc1OC	-23%	?	24%	12	31%
7	CCOC(=O)c1cnn(-c2ccccc2)c1-n1cccc1C(=O)C(=O)N(CC)CC	-61%[inhibitor]	0%	-20%	0	13%
12	COC(=O)c1ccccc1NC(=O)Nc1nnc(N2CCC(C)CC2)s1	5%	0%	15%&0%	6	12%
15	CN(Cc1cccc(C(F)(F)F)c1)C(=O)[C@H]1O[C@@H](n2ccc(N)nc2=O)[C@H](O)[C@@H]1O	.	27%	14%	-28	3%

#	KB-3-1 cytotox	D3 ag	HT1080-NT tox	IL1B secr inh
2	-1%	5	2%	-2
4	15%	-4	-3%	0
6	?	4	-7%	30
7	7%	-1	-1%	2
12	-11%&4%	-10&3	-15%	12
15	0%	8	17%	21

(cont.)
#	SMILES	SW480 rereplic	HT1080 IDH1KD tx	KB-V1 MDR tox	D3 antag	GLP-1R agonist
25	COc1cccc(NS(=O)(=O)c2ccc(C)c(C(=O)N3CCCCC3)c2)c1	-1%	1%	19%	-2	1%
26	c1ccc(Nc2cccc3ccccc23)cc1	-4%	4%	-3%	16	-3%
27	O=C(OCC(=O)N1CCN(c2ccccc2)CC1)c1ccccc1[N+](=O)[O-]	2%	6%	1%	-4	-1%
28	CCOCC(=O)N1CCN(Cc2ccc3c(c2)OCO3)CC1	51%	-2%	3%	0	2%
29	Cc1nc2c(Cl)c(C)nn2c2c1CCC2	10%[1.84 µM]	-7%	-1%	5	13%
30	Clc1ccc(Cn2ncc3c(N4CCCCC4)ncnc32)c(Cl)c1	-1%	6%	?	27	13%
31	CCOC(=O)C1(Cc2cccc(OC)c2)CCN(Cc2ccc(C)s2)CC1	-1%	?	?	3	3%
32	Cc1ccc2c(c1)c(CC(=O)Nc1ccc(C)c(F)c1)c(C(=O)O)n2C	0%	?	?	-3	20%

#	KB-3-1 cytotox	D3 ag	HT1080-NT tox	IL1B secr inh
25	10%	1	-1%	26
26	-4%	2	10%	18
27	-11%	8	1%	-9
28	2%	-13	11%	36
29	4%	9	-11%	-2
30	-3%	18	8%	-7
31	-3%	-15	-25%	-118*
32	-17%&-4%	8&-3	?	27

The results go on.
#	SMILES	SW480 rereplic	HT1080 IDH1KD tx	KB-V1 MDR tox	D3 antag	GLP-1R agonist
33	Cc1ccc2oc(=O)cc(CN3CC(C)OC(C)C3)c2c1 (stereo not drawn)	-18%	6%	-4%	11	15%
34	CCOC(=O)c1ccc(NNC(=O)CC)c([N+](=O)[O-])c1	1%	-1%	-18%	-6	0%
35	O=C(NNC(=O)c1ccccc1OCc1ccccc1Cl)c1csc(N2CCOCC2)n1	8%	?	-7%	2	?
36	CCC(=O)N[C@@H]1C=C[C@@H](CC(=O)NCc2ccccc2F)O[C@@H]1CO	.	17%	-14%	7	.
37	COc1cc(C(=O)NNC(=O)c2cc(-c3ccccc3)n[nH]2)cc(OC)c1C	5%	-21%	-14%	15	2%
38	COc1cc(CNC(=O)c2cc(-c3cc(Cl)ccc3C)n[nH]2)cc(OC)c1	.	-11%	-2%	-4	2%
39	COc1ccc(N/N=C(\C#N)C(=N)N2CCCCC2)cc1	-14%	-30%	-1%	-5	-3%
40	O=C(Nc1ccc(F)c([N+](=O)[O-])c1)c1ccc2c(c1)OCCO2	0%	-16%	?	-12	16%

#	KB-3-1 cytotox	D3 ag	HT1080-NT tox	IL1B secr inh
33	-1%	6	7%	7
34	2%	-2	-6%	9
35	?	1	-18%	186
36	5%	-2	21%	3
37	-3%	3	-18%	-64*
38	0%	-16	-19%	-23
39	-1%	3	2%	-24
40	3%	-4	-13%	0

Going on with the list.
#	SMILES	SW480 rereplic	HT1080 IDH1KD tx	KB-V1 MDR tox	D3 antag	GLP-1R agonist
41	COc1ccc(N(CC(=O)NCc2ccccc2OC)S(=O)(=O)c2ccc(C)cc2)cc1Cl	4%	-8%	-20%	?	-2%
42	CC(C)/C(=N\NC(=O)Nc1ccccc1)c1ccccc1	-3%	6%	-6%	10	-4%
43	CC(=O)c1cccc(NC(=O)CCC(=O)c2ccc(F)cc2)c1	6%	14%	22%	0	10%
44	Cc1cccc(NCc2nc(-c3ccccc3)no2)c1	-3%	11%	8%	0	1%
45	Cc1ccccc1OCC(=O)Nc1c(C(=O)Nc2ccccc2F)oc2ccccc12	.	.	13%	.	0%
46	CCOc1ccc(C(=O)Nc2cccc(C(=O)O)c2C)cc1Cl	-4%	8%	19%	8	-5%
47	COC(=O)c1c(NC(=O)c2cccc(N3C(=O)CCC3=O)c2)sc2c1CCN(C(C)=O)C2	22%	10%	28%	27	18%
48	C#CCNC(=O)C1=C[C@@H](c2ccc(C#C)cc2)[C@H](CCCO)[C@@H](OCC)O1	-2%	-1%	-19%	0	1%
49	COc1ccc(-n2nnnc2-c2cn(C)nc2C(F)(F)F)cc1	-4%	-3%	0%	13	3%

#	KB-3-1 cytotox	D3 ag	HT1080-NT tox	IL1B secr inh
41	-11%	-1	-12%	0
42	?	-17	14%	13
43	5%	6	-2%	27
44	1%	-7	16%	3
45	4%	-11	.	.
46	-2%	1	8%	12
47	6%	10	20%	-3
48	-18%	-21	-4%	1
49	-19%	-9	1%	35
